# Compound activity: PubChem, Sanford-Burnham Center for Chemical Genomics
# APOBEC3A inh – inhibitors of human APOBEC3A DNA deaminase. recombinant A3A, FAM/TAMRA ssDNA deamination fluorescence. inhibition, % at 20 µM. 0.41% of 330,000 active. AID 493011;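 active means at least 40% inhibition at 20 µM here, with at most 30% in a related deaminase screen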;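 further: plate controls were A3A with DMSO for no effect and wells lacking A3A enzyme for full effect; some results filed as inactive read as strong as hits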
# Target sequence (P31941 whole entry, looked up): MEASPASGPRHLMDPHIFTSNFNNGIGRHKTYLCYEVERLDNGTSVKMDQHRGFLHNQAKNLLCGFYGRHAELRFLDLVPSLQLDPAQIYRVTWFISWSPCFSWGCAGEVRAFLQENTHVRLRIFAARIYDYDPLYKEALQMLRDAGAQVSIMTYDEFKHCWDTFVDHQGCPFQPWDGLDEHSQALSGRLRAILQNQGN
# beta cell repl – inducers of beta-cell replication in MIN6 cells; MIN6 cells proliferation, ATPlite luminescence, 48 h; cells starved in 0.2% serum; 100% = growth in 10% serum; proliferation, % at 10 µM; 0.29% of 330,000 active;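 active means compounds whose signal lies at least 3.5 SD above the mean of all wells on their plate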;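 further: 0% = DMSO-treated cells in low-serum medium and 100% = 10% serum control; some compounds called inactive have numbers as strong as hits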
# NALP3 yeast inh – NALP3 inhibition in yeast. Yeast reconstituted NLRP3/ASC/caspase-1, beta-gal luminescence, 24 h. inhibition, % at 10 µM. 0.39% of 330,000 active. AID 2825;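 active means inhibition of 50% or more; inactive means inhibition below 50%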;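 further: plate controls were induced DMSO wells for no effect and uninduced yeast grown without galactose for full effect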
# mIAP act – increases mouse intestinal alkaline phosphatase activity; muIAP, CDP-Star luminescence, 30 min; stronger effect = higher value; 1 = vehicle-only enzyme signal, 0 = enzyme-free wells; activation factor at 10 µM; 0.24% of 330,000 active; AID 2805;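 active means activation factor of at least 2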; further: the source names both 10 and 20 µM as test concentration; values of inactives mirror those of a sister screen read the other way
#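 Assay system: mouse IAP enzyme; reagent: chemiluminescent substrate CDP-Star; dosing: test compounds delivered from DMSO solution; schedule: 30 min at room temperature; measured by: luminescence from enzymatic CDP-Star hydrolysis; controls: DMSO-only wells and no-enzyme negative control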
# TIM10 inh – inhibits growth of TIM10 yeast strain | S. cerevisiae TIM10 strain growth, BacTiter-Glo luminescence, 24 h | inhibition, % at 10 µM | 1.4% of 330,000 active | AID 463195;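 active means inhibition of 40% or more at the single tested concentration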;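 further: wild-type TIM10 isogenic control strain grown at permissive 25 °C; 0% = DMSO yeast wells and 100% = minimal medium wells without yeast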
# tim10-1 inh – inhibits growth of tim10-1 mutant yeast; 2.2% of 330,000 active; S. cerevisiae tim10-1 ts strain growth, BacTiter-Glo, 24 h; inhibition, % at 20 µM;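 active means inhibition of at least 40%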;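 further: mutant grown at 25 °C; 0% = DMSO wells with yeast and 100% = wells holding no yeast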
# mIAP block – blocks mouse intestinal alkaline phosphatase; purified mouse IAP, CDP-Star luminescence, 30 min; inhibition, % at 10 µM; 0.2% of 330,000 active; AID 2806;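 active means inhibition of at least 40% at 10 µM in the primary screen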;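 further: plate controls were DMSO with enzyme for no effect and no enzyme wells for full effect; values of inactives mirror those of a sister screen read the other way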
# APOBEC3G inh – APOBEC3G (human) deaminase inhibition; recombinant A3G, ssDNA deamination FAM/TAMRA fluorescence; inhibition, % at 20 µM; 0.28% of 330,000 active; AID 493012;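 active means inhibition of at least 40% at 20 µM, with no more than 30% in the related APOBEC3A deaminase screen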;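 further: plate controls were DMSO wells with A3G for no effect and wells lacking A3G enzyme for full effect; some compounds called inactive have numbers as strong as hits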
# hIAP inh – human IAP inhibition; purified IAP, CDP-Star luminescence, 30 min; inhibition, % at 10 µM; 0.12% of 330,000 active;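 active means inhibition reaching a set limit with compound at 10 µM in the primary screen, cut at about 35% in these data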;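 further: plate controls were DMSO wells with enzyme for no effect and no-enzyme buffer wells for full effect; values of inactives mirror those of a sister screen read the other way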
# Target sequence (P09923 whole entry, looked up): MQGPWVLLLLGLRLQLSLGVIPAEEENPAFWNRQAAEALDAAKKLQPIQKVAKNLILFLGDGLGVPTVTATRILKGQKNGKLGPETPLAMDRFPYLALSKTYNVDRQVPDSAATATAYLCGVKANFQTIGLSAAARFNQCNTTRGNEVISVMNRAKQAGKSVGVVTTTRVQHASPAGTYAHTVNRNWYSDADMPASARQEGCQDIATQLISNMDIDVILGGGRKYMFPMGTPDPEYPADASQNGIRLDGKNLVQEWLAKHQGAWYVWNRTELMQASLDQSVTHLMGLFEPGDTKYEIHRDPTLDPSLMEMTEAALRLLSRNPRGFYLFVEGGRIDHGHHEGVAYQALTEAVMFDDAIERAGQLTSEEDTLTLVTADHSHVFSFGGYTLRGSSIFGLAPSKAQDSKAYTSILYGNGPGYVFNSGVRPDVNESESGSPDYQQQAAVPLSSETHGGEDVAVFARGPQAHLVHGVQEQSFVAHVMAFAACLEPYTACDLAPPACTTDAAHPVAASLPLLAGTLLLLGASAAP
# The depositor's hits bear a star.
SMILES,APOBEC3A inh,beta cell repl,NALP3 yeast inh,mIAP act,TIM10 inh,tim10-1 inh,mIAP block,APOBEC3G inh,hIAP inh
Cc1cccc(NCc2cc(Cl)cc(Cl)c2O)n1,-7.1,-2.3,52.8*,0.948,29.3,42.6*,5.2,-10.7,-18.1
CN(C)c1ccc(NC(=O)c2sc(SCC(=O)Nc3ccc(Br)cc3)nc2N)cc1,-1.7,-0.9,4.7,0.907,-15.0,12.1,9.3,-0.5,10.8
NC(=O)c1nnsc1-c1ccc(-c2snnc2C(N)=O)cc1,-0.3,-1.0,7.0,0.924,-18.5,-16.4,7.6,-1.2,-12.3
NC(=O)CSc1nnc(CNc2ccc(F)cc2)n1CC1CCCO1 (stereo not given),-4.1,-1.8,10.8,1.09,-23.6,3.7,-9.0,-2.7,-0.8
O=C(CCCN1C(=O)c2ccccc2C1=O)NCCc1ccc(OC(F)F)cc1,-0.1,-2.7,21.7,0.934,0.7,15.9,6.6,-6.3,1.6
O=C(CSc1nc(CCC2CCCC2)nc2ccccc12)NCc1ccc2c(c1)OCO2,0.9,0.5,17.2,0.974,-0.8,37.8,2.6,3.2,7.0
O=C(CNC(=O)c1nn(Cc2ccccc2)c(=O)c2ccccc12)Nc1ccc(F)c(F)c1F,-1.5,2.0,6.7,0.994,-2.5,-1.1,0.6,-0.7,-12.4
N#CC1=C(S)N(c2ccccc2)C(c2cccs2)NC1=O (stereo not given),0.2,-2.8,6.6,1,0.1,-7.6,-0.1,-6.8,11.7
COc1ccc(NC(=S)NCCc2c[nH]c3ccccc23)c(OC)c1,-2.2,-3.2,11.9,1.07,-2.4,33.6,-6.9,-0.7,2.4
Cn1c(SCc2ccccn2)nnc1-c1ccccc1,4.7,-0.5,7.7,0.926,1.8,-3.4,7.4,1.6,3.5
O=C(O)CC(NS(=O)(=O)Cc1ccccc1)c1cccc([N+](=O)[O-])c1 (stereo not given),-3.4,-5.3,12.7,0.987,-3.6,3.2,1.3,-5.3,-9.3
CCCc1nc2ccccc2c(=O)n1/N=C/c1ccc(O)cc1O,-5.5,-4.6,6.2,0.946,7.1,8.5,5.4,-7.4,-6.5
Cc1ccc(C(=O)NCCc2ccc(S(N)(=O)=O)cc2)o1,-0.6,1.5,-0.4,0.935,17.2,4.8,6.5,-2.5,-16.6
COc1ccc(C(=O)OCCN=C2NS(=O)(=O)c3ccccc32)cc1OC,6.3,-1.4,12.7,0.994,-6.8,5.8,0.6,-4.7,9.1
CCOC(=O)N1CCN(C(=O)CS(=O)(=O)Cc2nc(-c3cccc(OC)c3)oc2C)CC1,-2.2,-4.9,8.9,0.97,8.5,10.0,3.0,0.0,-22.2
O=C(CNS(=O)(=O)c1ccc(Br)cc1)Nc1ccc2c(c1)OCCO2,-3.1,-2.6,21.4,0.975,-3.6,-21.1,2.5,-1.5,6.6
Cn1c(=O)c2c(ncn2CC(=O)N/N=C/C(Cl)=C/c2ccccc2)n(C)c1=O,0.5,-4.2,0.1,0.978,6.7,14.7,2.2,0.2,-11.6
CC(OC(=O)c1ccc(F)c(S(=O)(=O)N2CCOCC2)c1)C(=O)NCC1CCCCC1 (stereo not given),-1.8,-2.5,16.8,1.08,0.1,-8.0,-8.0,-6.6,-5.8
CCOC(=O)c1ccccc1NC(=O)CSc1nc2ccccc2c(=O)n1CCCN1CCOCC1,-3.1,-0.1,24.3,0.98,12.6,2.6,2.0,-6.6,2.0
COc1cc(OCc2ccccc2)c(C(=O)/C=C/c2ccc3c(c2)OCO3)c(OC)c1OC,1.8,-4.0,27.8,0.921,-2.0,22.0,7.9,9.9,13.7

# Compound profiles, as listed above. Order of screens: APOBEC3A inh	beta cell repl	NALP3 yeast inh	mIAP act	TIM10 inh	tim10-1 inh	mIAP block	APOBEC3G inh	hIAP inh
# NC(=O)CSc1nnc(CNc2ccc(F)cc2)n1CC1CCCO1 (stereo not given) is listed as -4.1	-1.8	10.8	1.09	-23.6	3.7	-9.0	-2.7	-0.8
# CN(C)c1ccc(NC(=O)c2sc(SCC(=O)Nc3ccc(Br)cc3)nc2N)cc1 is listed as -1.7	-0.9	4.7	0.907	-15.0	12.1	9.3	-0.5	10.8

# (listing goes on)
SMILES,APOBEC3A inh,beta cell repl,NALP3 yeast inh,mIAP act,TIM10 inh,tim10-1 inh,mIAP block,APOBEC3G inh,hIAP inh
O=C(O)c1cc(Cl)c(Cl)cc1C(=O)N(Cc1ccccc1)Cc1ccccc1,-4.3,-2.3,5.8,0.942,7.8,17.3,5.8,-4.2,-24.7
COCCCNC(=O)Cn1c(=O)n(Cc2ccc(C(=O)NCCc3ccc(OC)c(OC)c3)cc2)c(=O)c2ccccc21,1.0,-2.3,9.0,0.944,7.4,3.6,5.6,1.2,1.7
Cc1ccc(NC(=O)CC2SC(=NCC3CCCO3)NC2=O)cc1Cl (stereo not given),-5.3,-0.6,21.0,1.15,6.9,12.8,-15.3,-7.8,5.0
CCCCOCCCNc1ncnc2c1[nH]c1ccccc12,-2.5,-5.6,-0.2,1.55,22.3,-6.6,-55.0,-3.9,-2.5
CCOC(=O)c1sc2nc3c(SCCC#N)cc(C(=O)c4cc(F)ccc4O)cn3c(=O)c2c1C,-2.3,-3.3,7.2,0.811,9.0,0.3,18.9,-6.0,23.2
COc1ccc(CCNC(=O)CNS(=O)(=O)c2ccc(Br)cc2)cc1,2.7,-6.6,-12.2,1.05,17.0,13.5,-4.7,0.8,-5.7
NC(=O)C1CCN(C(=O)C(Cc2ccccc2)NC(=O)c2ccccc2)CC1 (stereo not given),-1.4,-0.3,6.5,0.982,7.1,11.3,1.8,-6.9,6.0
CCc1ccc(CNC(=O)CCS(=O)(=O)Cc2ccccc2F)cc1,-1.6,0.3,2.4,0.972,3.8,11.1,2.8,-2.7,5.5
Cn1nc(C(C)(C)C)c([N+](=O)[O-])c1C(N)=O,3.8,-0.8,14.7,0.984,3.5,-18.4,1.6,-1.5,11.1
CC1CN(C(=O)CCC(=O)NCc2cccnc2)c2ccccc2O1 (stereo not given),-0.2,-2.6,9.4,1.01,1.9,6.3,-1.5,-1.0,5.8
CCCCNC(=O)CCn1c(=O)c2ccccc2n(CC(=O)Nc2ccccc2OCC)c1=O,4.4,-0.7,10.7,1.02,14.5,5.7,-1.7,1.6,6.1
CCC(=O)N(Cc1cc(=O)[nH]c2ccccc12)c1ccc(C)cc1,5.0,-0.2,0.7,1.04,-5.5,9.1,-4.1,-3.0,-8.9
CC(=O)Nc1ccc2c(c1)OCO2,-1.0,-0.8,6.8,0.889,11.4,2.0,11.1,0.7,0.3
COc1cc(NS(=O)(=O)c2ccc(NC(=S)NC(=O)CC(C)C)cc2)nc(OC)n1,0.2,0.0,6.2,1.16,-2.3,-3.2,-15.9,1.8,-2.2
CCCCCCSc1ccc([C@H]2N[C@@](Cc3ccccc3)(C(=O)OC)[C@H]3C(=O)N(CC)C(=O)[C@@H]23)cc1,-1.8,-7.0,2.7,0.984,16.6,0.0,1.6,-3.7,7.3
COC(=O)c1sccc1NC(=O)Nc1cc(C)ccc1OC,-1.0,-0.7,22.0,0.938,18.2,19.2,6.2,-8.9,-19.8
CCOC(=O)c1c(C)n(C)c2ccc(OC(C)=O)cc12,-1.1,-1.9,0.5,0.989,6.6,8.9,1.1,-8.3,-1.7
COc1ccc(Nc2nc(N)nc(C(F)(F)F)n2)c(OC)c1,-2.2,-2.8,12.7,0.997,18.9,18.4,0.3,-2.5,17.3
O=C(NC12CC3CC(CC(C3)C1)C2)c1cccnc1Cl,-0.5,-0.9,1.7,1.03,9.0,0.8,-2.8,-2.3,-26.3
Cc1ccccc1N1CCN(S(=O)(=O)c2ccc3oc(=O)ccc3c2)CC1,-4.3,-1.9,15.6,0.984,41.9*,79.5*,1.6,-6.6,-14.8
CCn1c(N)c(C(=O)COC(=O)CCc2nc3ccccc3c(=O)[nH]2)c(=O)[nH]c1=O,5.0,-0.9,6.7,1.09,-9.2,-4.7,-9.5,-0.7,0.6
O=C(CCNS(=O)(=O)c1ccccc1)N1CCCC1,4.7,-4.5,13.8,0.961,16.7,-3.7,3.9,-4.9,8.1
CC1(C)CC(=O)C(=Cc2cn(CCC#N)nc2-c2ccc(F)cc2)C(=O)C1,1.2,0.6,5.2,0.996,7.8,32.9,0.4,0.9,0.4
CN(CC(=O)N1CCCCCC1)S(=O)(=O)c1ccc(Br)cc1,0.4,-0.4,20.9,1.08,4.6,5.1,-8.4,2.5,-36.9
CCCCOc1ccc(C(=O)N2CCC(C)CC2)cc1,0.3,-1.4,36.9,1.03,6.7,23.7,-2.6,-0.7,1.5
CCOc1ccc(S(=O)(=O)Nc2ccc(O)c(Sc3ncn[nH]3)c2)cc1,-4.4,2.4,6.6,0.558,-2.7,13.2,44.2*,-7.1,-5.7
CCCCc1ccc(NC(=O)C(C)CC)cc1 (stereo not given),-0.2,-2.7,26.1,1.09,18.4,23.5,-8.7,5.9,5.2
Cc1noc(C)c1COc1ccccc1C(=O)NC1CCC(C)CC1 (stereo not given),-0.2,-2.5,12.6,1.08,11.2,19.9,-8.0,4.0,8.6
CC1(C)C(c2cccs2)=[N+]([O-])C2(CCCCC2=O)N1O (stereo not given),-4.2,-1.5,9.2,1.01,5.0,-8.1,-0.9,-5.9,0.1
CCC(=O)N1CCn2c1nc1ccccc12,-0.4,-2.8,19.0,1.01,-9.4,16.7,-0.7,-6.0,3.1
O=C(CSc1ccc2nnc(-c3cccs3)n2n1)N1CCCC1,4.0,1.0,9.6,0.961,1.3,20.7,3.9,-8.9,11.2
NC(=S)N/N=C/c1ccc2ccccc2c1,-4.1,0.0,22.3,0.942,40.3*,24.4,5.8,-14.5,-9.6
Fc1ccc(-c2csc(N3CCC(c4ccccc4)C3)n2)cc1 (stereo not given),-3.2,-5.3,2.6,0.963,10.8,14.2,3.7,-3.9,12.4
CCN1CCN(CC(O)COc2cccc(OC)c2)CC1 (stereo not given),1.3,-0.8,22.1,1.07,-4.7,3.0,-6.8,-1.7,-21.7
Cc1oc(-c2cccs2)nc1CN1CCC(C(=O)N2CCCC2)CC1,-3.9,-1.5,8.7,0.983,5.6,3.4,1.7,-6.6,4.9
O=C(Nc1ccc(O)cc1)c1ccc(NC(=O)c2ccco2)cc1,-3.1,-1.4,0.9,0.957,-7.6,6.7,4.3,-3.6,-11.2
COc1cc(Cl)ccc1OCc1cc(C(=O)N2CCN(C)CC2)no1,-0.7,-1.8,2.8,0.899,8.1,-10.8,10.1,7.4,-4.4
Cc1cc(C)c2c(N)c(C(=O)N/N=C/c3cccnc3)sc2n1,3.7,-1.6,19.5,1.01,-1.3,-14.2,-1.4,0.1,6.8
Cc1cc(NC(=O)Nc2c[nH]c(=O)[nH]c2=O)ccc1Br,-2.1,-2.4,-6.5,1.01,-26.5,7.9,-0.9,-6.2,-8.9
COc1ccc(CN(CC2CCC(C(=O)O)CC2)C(=S)Nc2ccccc2C)cc1 (stereo not given),-5.7,1.0,14.1,0.949,7.4,11.8,5.1,-12.4,-2.5
COc1cc2c(cc1OC)n(CC(=O)NC1CCCCCC1)n1c(C)cc(=O)nc21,-1.3,0.7,9.6,0.981,9.4,6.1,1.9,-3.2,13.1
CCO[C@@H]1OC(C(=O)N2CCOCC2)=C[C@H](c2ccc(C(F)(F)F)cc2)[C@H]1CCCO,3.2,-3.6,10.4,0.928,17.3,14.4,7.2,-1.3,5.4
CC(=O)c1ccc(C)cc1OC(=O)c1cccc(F)c1,-1.5,0.8,-10.7,0.986,22.9,22.5,1.4,-5.0,-2.0
